# Bioassay records (PubChem)
# RmlCD inh mix: mixture blocks RmlC and RmlD coupled enzyme activity. RmlC/RmlD coupled enzyme inhibition, 384-well mixture HTS. inhibition, % at 5.5 µM. hit rate 0.39% among 110,000; in the data active means inhibition above about 30%, passing the limit was not always enough; inconclusive means no clear call, values can overlap the other calls; further: strong numbers were not always called active
# RT RNaseH block: inhibitors of HIV-1 reverse transcriptase RNase H; P04585; AID 565; hit rate 1.9% among 65,000; RT-RNase H RNA/DNA duplex cleavage, fluorescence; inhibition, % at 10 µM; in the data active means inhibition above about 50%
# Numbers without * were called inactive; ? = inconclusive; nt = no result given. Only part of the results is shown; count on the stated rates, not on these rows.
# Start of the listing, in advance:
# Order of results – RmlCD inh mix, RT RNaseH block
- CN(C)c1ccc(-c2nnn(Cc3ccccc3Br)n2)cc1
 : -4, -17
- O=C(Nn1c(O)c(C=C2N=c3ccccc3=N2)sc1=S)c1ccccc1
 : -6, nt
- Cc1ccc2cccc(OC(=O)N(C)c3ccccc3)c2n1
 : 11, -9
- CCC(C)N=CC1=C(O)CC(c2ccccc2)CC1=O (stereo not given)
 : -6, nt
- CC1CCCC(C)N1C(=O)c1ccccc1Nc1ccc(SC(F)F)cc1 (stereo not given)
 : 7, nt
- COc1cc(S(=O)(=O)N2CCN=C2c2ccccc2)ccc1F
 : -131, -38

# All compounds of this part, previewed entries included:
# Order of results – RmlCD inh mix, RT RNaseH block
- CN(C)c1ccc(-c2nnn(Cc3ccccc3Br)n2)cc1
 : -4, -17
- O=C(Nn1c(O)c(C=C2N=c3ccccc3=N2)sc1=S)c1ccccc1
 : -6, nt
- Cc1ccc2cccc(OC(=O)N(C)c3ccccc3)c2n1
 : 11, -9
- CCC(C)N=CC1=C(O)CC(c2ccccc2)CC1=O (stereo not given)
 : -6, nt
- CC1CCCC(C)N1C(=O)c1ccccc1Nc1ccc(SC(F)F)cc1 (stereo not given)
 : 7, nt
- COc1cc(S(=O)(=O)N2CCN=C2c2ccccc2)ccc1F
 : -131, -38
- COC(=O)CSc1nc(N2CCOCC2)c2c(c1C#N)CC(C)(C)N(C)C2
 : -33, -7
- COC(=O)c1ccccc1NC(=O)C1CC(=O)N(c2ccc(C)cc2)C1 (stereo not given)
 : -8, nt
- COc1ccc(CN(C(C)=O)c2cccc(C)c2C)cc1
 : 10, -29
- O=C(Cn1c(=O)n(Cc2ccco2)c(=O)c2c3c(sc21)CCCC3)Nc1ccccc1
 : -6, 22
- CC(NC(=O)Cc1cccs1)c1ccncc1 (stereo not given)
 : 0, -4
- COc1ccc(C(=O)Oc2cc(OC)cc(OC)c2C(C)=O)cc1
 : 6, nt
- Cc1ccc(-n2c(=O)cc(N3CCc4ccccc4C3)[nH]c2=O)cc1
 : -11, -4
- Cc1nn(-c2ccccc2)c(Cl)c1/C=C(\CC(=O)O)c1nc2ccccc2s1
 : 6, nt
- CCCCc1cc(=O)oc2cc(C)cc(OCC(=O)O)c12
 : 25, -2

# Among those listed so far, 3 contain four or more nitrogen atoms:
# Order of results – RmlCD inh mix, RT RNaseH block
- CN(C)c1ccc(-c2nnn(Cc3ccccc3Br)n2)cc1
 : -4, -17
- O=C(Nn1c(O)c(C=C2N=c3ccccc3=N2)sc1=S)c1ccccc1
 : -6, nt
- COC(=O)CSc1nc(N2CCOCC2)c2c(c1C#N)CC(C)(C)N(C)C2
 : -33, -7

# Following part.
# Order of results – RmlCD inh mix, RT RNaseH block
- CC1(C)Cc2cccc(OCC(=O)NC3CC3)c2O1
 : 21, nt
- CC(C)C(NC(=O)c1cccs1)C(=O)NC1=NCCS1 (stereo not given)
 : -68, -6
- COc1ccc(C2C(=O)c3ccccc3C2=O)c(OC)c1
 : 4, 3
- O=C(Nc1nc2ccccc2s1)C1CCCO1 (stereo not given)
 : -21, -2
- Cc1csc(NC(=O)c2c(O)c3c(n(CC(C)C)c2=O)CCCC3)n1
 : -14, 64*
- Cc1cccc(-c2csc(N)c2C(=O)OC(C)C)c1
 : 16, nt
- CCO[C@H]1OC(C(=O)N2CCN(C)CC2)=C[C@@H](c2coc3ccccc3c2=O)[C@@H]1CCCO
 : -13, nt
- CCOC(=O)C1CCCCN1Cc1cccc(C(F)(F)F)c1 (stereo not given)
 : -12, nt
- O=C(/C=C/c1cccs1)c1cc(F)ccc1OC(=O)N1CCOCC1
 : -4, nt
- Cc1ccccc1-n1nc2c(c1NC(=O)c1cc3ccccc3oc1=O)CS(=O)C2 (stereo not given)
 : ?, -9
- O=C(CCCN1C(=O)c2ccccc2C1=O)NCc1ccco1
 : -17, nt
- Cc1csc(NC(=O)CSc2nnc(-c3cccs3)n2C)n1
 : 1, 0
- COC(=O)c1c(C)[nH]c(C(=O)CSc2ccc(Cl)cc2)c1C
 : 8, nt
- Cc1ccc(OCC(O)CN2CCN(CC(O)COc3ccc(C)cc3Cl)CC2)c(Cl)c1 (stereo not given)
 : 2, -4
- COc1ccc(CN2C(=O)CN(C3CCCCCC3)C(=O)C2c2ccc(OC)c(OC)c2)cc1 (stereo not given)
 : 3, 5

# Other structures
# Order of results – RmlCD inh mix, RT RNaseH block
- Cc1ccccc1-n1nc(C)c2cc(C(=O)NC3CC3)sc21
 : -13, nt
- CN(C)/C=C1\C(=O)N(c2ccc(Oc3ccccc3)cc2)CS1=O (stereo not given)
 : 14, nt
- COCCCNc1oc(COc2ccc(Cl)cc2Cl)nc1C#N
 : 2, -13
- CCOc1ccc(N2C(=O)CN=C2Nc2ccccc2Cl)cc1
 : 17, nt
- CCCCN(Cc1ccccc1)C(=O)C1CCCN(S(=O)(=O)c2cnc[nH]2)C1 (stereo not given)
 : -14, -3
- Cc1nc(Nc2ccc(F)cc2)[nH]c(=O)c1CCC(C)C
 : -12, 0
- O=S(=O)(NCC1CCCO1)c1cc(Br)c(Br)s1 (stereo not given)
 : -9, -33
- COc1cc2c(cc1OC)C(C(C)C)=NC(C)(C)C2
 : 17, nt
- Cc1cc(N2CCOCC2)nc(SCc2ccc(Cl)cc2Cl)n1
 : 16, nt
- CCN(CC)S(=O)(=O)c1cccc(C(=O)NC(C(=O)Nc2nnc(C)s2)C(C)C)c1 (stereo not given)
 : -18, nt
- CCn1c(C)nc2cc(S(=O)(=O)C(F)(F)C(F)C(F)(F)F)ccc21 (stereo not given)
 : nt, 0
- COc1c2c(cc3oc(C)cc(=O)c13)OC(C(C)(C)OC1OC(CO)C(O)C(O)C1O)C2 (stereo not given)
 : -11, nt
- Cc1ccsc1/C=N/NC(=O)c1sccc1C
 : -4, nt
- COc1ccc(-c2cc3nc[nH]c(=O)c3s2)cc1
 : 51*, nt
- Cn1c(N/N=C/c2c[nH]c3ccccc23)nc2ccccc21
 : -11, nt

# Other records:
# Order of results – RmlCD inh mix, RT RNaseH block
- Cn1c(=O)[nH]c(=O)c2c1nc(N1CCOCC1)n2CC(O)COc1ccccc1 (stereo not given)
 : -9, -1
- CC1CCN(C(=O)c2cc3ccccc3o2)CC1
 : -7, -6
- Cc1cccc(OCCCn2c(CCNC(=O)C(C)C)nc3ccccc32)c1
 : -3, nt
- COCCCN1C(=O)c2ccc(C(=O)Nc3ccccc3OC)cc2C1=O
 : 2, nt
- CN1C(=O)/C(=C/c2cc(N=Nc3ccccc3)ccc2O)SC1=S
 : -100, nt
- CCOC(=O)c1sc2nccc(N(C)C)c2c1N=CNOC
 : -19, nt
- Cc1c(Cl)c(-c2n[nH]c(=S)n2Cc2ccco2)nn1C
 : -7, nt
- Cc1nc2nc(-c3ccccc3)cn2nc1C
 : 22, 0
- O=C(CSc1ncn(-c2ccccc2)n1)Nc1ccc2c(c1)OCO2
 : 62, -20
- O=C(CCSc1nc2cc(Cl)ccc2o1)N1CCOCC1
 : -6, -1
- CSc1nc(-c2ccccc2)nn1S(=O)(=O)c1ccccc1
 : -4, nt
- CCOC(=O)N1CCN(C(=O)CSCc2ccc(C)cc2)CC1
 : -3, nt
- NC(=O)C1CCCN(C(=O)Nc2cccc3ccccc23)C1 (stereo not given)
 : -4, -5
- N#CC1=C(N)OC2=C(C(=O)CCC2)[C@]12C(=O)N(CC(N)=O)c1ccccc12
 : 13, -8
- C=C1CCC(C)C(C)(CCC2=CCOC2=O)C/C=C\C=C/1C(=O)O (stereo not given)
 : 4, nt

# Continued.
# Order of results – RmlCD inh mix, RT RNaseH block
- Nc1cccc(C(=O)O)c1
 : -28, -7
- COc1ccccc1NS(=O)(=O)c1ccc(NC(=O)c2nc3ncccn3n2)cc1
 : -11, 1
- Cc1ccc(NCc2nnc(SCC(=O)Nc3ncc(C)s3)n2CC2CCCO2)c(C)c1 (stereo not given)
 : 61, -9
- COc1cc(S(=O)(=O)NC2CCCCC2)ccc1F
 : 5, nt
- Cc1cc(OCC(=O)c2ccc(Br)cc2)ccc1N1C(=O)CCC1=O
 : 18, nt
- CC(Oc1ccccc1)C(=O)Nc1ccccc1O (stereo not given)
 : 4, nt
- O=C1CC(NCc2ccccc2F)C(=O)N1c1ccccc1 (stereo not given)
 : -2, -6
- O=C(Nc1ccc2c(c1)OCO2)C1CCCN1C(=O)NCc1ccccc1 (stereo not given)
 : 22, -2
- COc1cccc(NC(=O)CSc2nnc(-c3ccoc3C)n2CC2CCCO2)c1 (stereo not given)
 : -4, nt
- COc1ccc(CCn2c3c(c(=O)[nH]c2=O)C(NC(=O)c2cccs2)(C(F)(F)F)C(=O)N3)cc1OC (stereo not given)
 : 10, nt
- COc1cccc(-c2nnc(NC(=O)C(C)C)o2)c1
 : 7, nt
- O=C(CC(NCCN1CCOCC1)C(=O)O)Nc1cccc(Cl)c1 (stereo not given)
 : nt, 4
- N#CCCN(Cc1cccnc1)S(=O)(=O)c1ccc(S(=O)(=O)N2CCCCCC2)cc1
 : 6, -9
- Cn1c(=O)c(=O)n(C)c2cc(S(=O)(=O)CCC(=O)N3CCOCC3)ccc21
 : 3, 3
- CCC1Oc2ccc(C)cc2N(CC(=O)NCc2cc(OC)ccc2OC)C1=O (stereo not given)
 : 21, 0

# Random excerpt: two entries already listed
# Order of results – RmlCD inh mix, RT RNaseH block
- COc1cccc(-c2nnc(NC(=O)C(C)C)o2)c1
 : 7, nt
- COc1ccc(CCn2c3c(c(=O)[nH]c2=O)C(NC(=O)c2cccs2)(C(F)(F)F)C(=O)N3)cc1OC (stereo not given)
 : 10, nt

# Next section.
# Order of results – RmlCD inh mix, RT RNaseH block
- CCOC(=O)C1=C(CSc2nccn2C)NC(=O)NC1c1ccc2c(c1)OCO2 (stereo not given)
 : -9, -26
- COCCCNC(=O)CCS(=O)(=O)Cc1ccc(C)cc1
 : -14, -15
- C#CCN1C(=O)C(O)(CC(=O)c2cccc(OC)c2)c2ccccc21 (stereo not given)
 : 5, -6
- O=C(c1ccccc1F)N1CCN(c2cccc(C(F)(F)F)c2)CC1
 : -9, 2
- CCc1ccc2[nH]c(=O)c(CN(Cc3ccc4c(c3)OCO4)C(=O)c3ccco3)cc2c1
 : 17, 58*
- CCOC(=O)c1ccc(S(=O)(=O)N2CCN(S(=O)(=O)CC)CC2)cc1
 : 4, 4
- CCC(C)N(C(=O)COC(=O)Cc1n[nH]c(=O)c2ccccc12)C1CCS(=O)(=O)C1 (stereo not given)
 : -4, 2
- CCOC(=O)C1CCN(C(C)=C2C(=O)c3ccccc3C2=O)CC1
 : -1, 2
- COc1ccc(C)cc1NC(=O)C(CCS(C)(=O)=O)NC(C)=O (stereo not given)
 : 1, nt
- O=C(Nc1cccc(F)c1)c1cccc(S(=O)(=O)N2CCOCC2)c1
 : -6, -7
- CCn1c(C(C)NC(=O)c2cccs2)nc2ccccc21 (stereo not given)
 : -8, -6
- Cc1ccc(N(CC(=O)O)S(=O)(=O)c2cccc3nonc23)cc1
 : 3, -23
- Cc1cc2c(c(=O)o1)C1(C(=O)N(CC(=O)O)c3ccccc31)C(C#N)=C(N)O2 (stereo not given)
 : 3, -55
- CCn1c(CNc2nc3ccccc3n2C(C)C)nc2ccccc21
 : 8, nt
- Cc1nc2ccc(NC(=O)Cc3cccs3)cc2s1
 : -4, 1

# Later entries:
# Order of results – RmlCD inh mix, RT RNaseH block
- Cc1ccc2c(c1)nc(NCCCO)n2C
 : 12, nt
- COc1ccc(-n2c(Cc3cccn3C)nnc2SCC(=O)N2CCCC2)cc1
 : 6, -4
- CCCn1c(SCC(=O)NC23CC4CC(CC(C4)C2)C3)n[nH]c1=O
 : -6, nt
- COc1ccc(C(=O)OCC(=O)NCC2CCCCC2)cc1S(=O)(=O)N1CCCc2ccccc21
 : -16, nt
- O=C(N/N=C/c1ccc[nH]1)c1sc2ccccc2c1Cl
 : -16, nt
- O=C(CSc1ccccc1)NCc1ccco1
 : 6, nt
- Cc1sc2nc(CN3CCOCC3)nc(NCCc3ccccc3)c2c1C
 : 9, nt
- N#Cc1c(-n2cccc2)cccc1-n1cccc1
 : -6, nt
- Cc1nn(-c2ccc(C(=O)Nc3nnc(C4CC4)s3)cc2)c(C)c1Cl
 : -2, 38
- CCO[C@@H]1OC(C(=O)N2CCOCC2)=C[C@H](c2ccc(C(F)(F)F)cc2)[C@H]1CCCO
 : -2, nt
